STK33 kin inh: STK33 kinase inhibitors, primary screen, biochemical, luminescence, ADP-Glo, MBP substrate; Serine/threonine-protein kinase 33 (Homo sapiens), Q9BYT3; 27,000 compounds, 0.44% hits; inhibition, % at 12.5 µM; in the data active = inhibition above about 20%
Target sequence (Q9BYT3 whole entry, looked up): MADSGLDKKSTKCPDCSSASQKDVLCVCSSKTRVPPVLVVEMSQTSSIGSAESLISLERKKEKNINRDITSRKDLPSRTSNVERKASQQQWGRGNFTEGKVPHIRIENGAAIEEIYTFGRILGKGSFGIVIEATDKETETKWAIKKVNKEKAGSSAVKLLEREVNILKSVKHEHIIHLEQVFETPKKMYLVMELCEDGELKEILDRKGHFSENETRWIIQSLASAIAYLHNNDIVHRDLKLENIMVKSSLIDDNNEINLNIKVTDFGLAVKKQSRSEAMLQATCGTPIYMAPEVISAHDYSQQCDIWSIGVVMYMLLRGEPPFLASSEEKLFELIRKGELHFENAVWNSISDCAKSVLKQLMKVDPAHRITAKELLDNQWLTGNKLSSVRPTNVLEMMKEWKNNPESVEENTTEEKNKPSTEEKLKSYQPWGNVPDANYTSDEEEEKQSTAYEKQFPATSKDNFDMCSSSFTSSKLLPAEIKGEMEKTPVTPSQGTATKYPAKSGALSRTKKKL
mut p53 react: mutant p53 pathway re-activators, primary screen, cell-based, SW480, luciferase, single point, HTS. SW480 PUMA-promoter luciferase, p53 mutant reactivation. activation, % at 9.98 µM. 28,000 compounds, 1.5% hits; in the data active = activation above about 52%
* = called active by the depositor; nt = no result given; & = joins results of further samples.

Start of the listing, in advance, 12 compounds:
SMILES	STK33 kin inh	mut p53 react
Cc1cccc(-n2c(N)cc(=O)nc2SCC(=O)N2c3ccccc3Sc3ccccc32)c1	-4.0	5.5
C[C@H](CO)N1C[C@H](C)[C@@H](CN(C)S(=O)(=O)c2cn(C)cn2)Oc2ccc(NC(=O)NC3CCCCC3)cc2CC1=O	nt	1.3
C[C@H](CO)N1C[C@H](C)[C@H](CN(C)C(=O)Nc2ccccc2)Oc2ccc(NC(=O)CCN3CCOCC3)cc2C1=O	2.2	-0.3
C[C@H](CO)N1C[C@H](C)[C@@H](CN(C)C(=O)c2ccc3c(c2)OCO3)Oc2cc(-c3ccncc3)ccc2S1(=O)=O	nt	-8.5
C[C@@H]1CN([C@@H](C)CO)C(=O)Cc2cc(NC(=O)CCN3CCOCC3)ccc2O[C@@H]1CN(C)Cc1ccc(Cl)c(Cl)c1	-3.5	nt
CC(C)NC(=O)Nc1ccc2c(c1)CC(=O)N([C@H](C)CO)C[C@@H](C)[C@H](CN(C)CC1CC1)O2	-0.9	nt
Cc1cc(=O)[nH]c(SCC(=O)Nc2ccccc2)n1	0.2	-7.0
C[C@]12C[C@H](O)[C@H]3[C@@H](CCC4=CC(=O)CC[C@@]43C)[C@@H]1CC[C@@H]2C(=O)CO	0.4	nt
C[C@@H]1CN([C@@H](C)CO)C(=O)Cc2cc(NC(=O)CCN3CCOCC3)ccc2O[C@@H]1CN(C)Cc1ccc(Oc2ccccc2)cc1	-5.5	nt
CNC(=O)CN(c1cccc2ccccc12)S(C)(=O)=O	1.2	-13.3
C=CCOC(=O)[C@@H]1[C@H]2C(=O)O[C@H](c3ccccc3)[C@H](c3ccccc3)N2[C@H](c2ccc(OCCOC(=O)[C@H]3C[C@H]4C(=O)N5CCC[C@H]5C(=O)N4[C@H]3c3ccc(O)cc3)cc2)[C@@]12C(=O)Nc1ccccc12	1.3	nt
C[C@H](CO)N1C[C@H](C)[C@H](CN(C)C(=O)NC2CCCCC2)Oc2ccc(NC(=O)c3ccncc3)cc2CC1=O	nt	8.7

Results, from the first entry:
SMILES	STK33 kin inh	mut p53 react
Cc1cccc(-n2c(N)cc(=O)nc2SCC(=O)N2c3ccccc3Sc3ccccc32)c1	-4.0	5.5
C[C@H](CO)N1C[C@H](C)[C@@H](CN(C)S(=O)(=O)c2cn(C)cn2)Oc2ccc(NC(=O)NC3CCCCC3)cc2CC1=O	nt	1.3
C[C@H](CO)N1C[C@H](C)[C@H](CN(C)C(=O)Nc2ccccc2)Oc2ccc(NC(=O)CCN3CCOCC3)cc2C1=O	2.2	-0.3
C[C@H](CO)N1C[C@H](C)[C@@H](CN(C)C(=O)c2ccc3c(c2)OCO3)Oc2cc(-c3ccncc3)ccc2S1(=O)=O	nt	-8.5
C[C@@H]1CN([C@@H](C)CO)C(=O)Cc2cc(NC(=O)CCN3CCOCC3)ccc2O[C@@H]1CN(C)Cc1ccc(Cl)c(Cl)c1	-3.5	nt
CC(C)NC(=O)Nc1ccc2c(c1)CC(=O)N([C@H](C)CO)C[C@@H](C)[C@H](CN(C)CC1CC1)O2	-0.9	nt
Cc1cc(=O)[nH]c(SCC(=O)Nc2ccccc2)n1	0.2	-7.0
C[C@]12C[C@H](O)[C@H]3[C@@H](CCC4=CC(=O)CC[C@@]43C)[C@@H]1CC[C@@H]2C(=O)CO	0.4	nt
C[C@@H]1CN([C@@H](C)CO)C(=O)Cc2cc(NC(=O)CCN3CCOCC3)ccc2O[C@@H]1CN(C)Cc1ccc(Oc2ccccc2)cc1	-5.5	nt
CNC(=O)CN(c1cccc2ccccc12)S(C)(=O)=O	1.2	-13.3
C=CCOC(=O)[C@@H]1[C@H]2C(=O)O[C@H](c3ccccc3)[C@H](c3ccccc3)N2[C@H](c2ccc(OCCOC(=O)[C@H]3C[C@H]4C(=O)N5CCC[C@H]5C(=O)N4[C@H]3c3ccc(O)cc3)cc2)[C@@]12C(=O)Nc1ccccc12	1.3	nt
C[C@H](CO)N1C[C@H](C)[C@H](CN(C)C(=O)NC2CCCCC2)Oc2ccc(NC(=O)c3ccncc3)cc2CC1=O	nt	8.7
Cc1noc(C)c1NC(=O)Nc1ccc2c(c1)C(=O)N([C@H](C)CO)C[C@@H](C)[C@@H](CN(C)C(=O)Nc1c(C)noc1C)OCCCC[C@@H](C)O2	nt	7.5
COc1ccc(NC(=O)N(C)C[C@H]2Oc3ccc(NS(=O)(=O)c4ccc(C)cc4)cc3CC(=O)N([C@@H](C)CO)C[C@H]2C)cc1	2.4	nt
CC(=O)Nc1ccc(NC(=O)C(C)n2nc([N+](=O)[O-])c(Br)c2C)cc1 (stereo not drawn)	-3.5	-9.3
C[C@H]1CN([C@@H](C)CO)C(=O)c2cc(N(C)C)ccc2O[C@H]1CN(C)C(=O)Nc1cccc2ccccc12	-0.2	nt
CCOc1ccc2nc(NCc3cc(OC)c(OC)cc3OC)sc2c1	-3.0	-14.0
C[C@H](CO)N1C[C@H](C)[C@@H](CN(C)C(=O)Nc2ccc(C(F)(F)F)cc2)Oc2c(NS(C)(=O)=O)cccc2C1=O	nt	10.2
Cc1cc(C)cc(OCC(=O)Nc2cccc(-c3nnc(-c4ccco4)o3)c2)c1	13.0	41.6
COc1cccc(NC(=O)CSc2nnc(-c3ccncc3)n2-c2ccc(Br)cc2)c1	-3.2	7.1
C[C@H](CO)N1C[C@H](C)[C@H](CN(C)S(=O)(=O)c2ccc(F)cc2)OCCCC[C@H](C)Oc2ccc(NS(=O)(=O)c3cn(C)cn3)cc2C1=O	nt	1.2
COc1ccc(NC(=O)N(C)C[C@@H]2OCCCC[C@H](C)Oc3ccc(NS(C)(=O)=O)cc3C(=O)N([C@H](C)CO)C[C@H]2C)cc1	nt	-0.8
C[C@@H]1CCCCO[C@H](CN(C)S(=O)(=O)c2cccs2)[C@@H](C)CN([C@@H](C)CO)C(=O)c2cc(NC(=O)Cc3ccccc3)ccc2O1	nt	-22.6
Cc1cc(=O)c2c(O)c3c(cc2o1)OC(C(C)(C)OC1OC(CO)C(O)C(O)C1O)C3 (stereo not drawn)	0.1	nt
C[C@H]1CN([C@@H](C)CO)C(=O)Cc2cc(NC(=O)NC3CCCCC3)ccc2O[C@H]1CN(C)CC1CCCCC1	1.8	nt
CN(CC(=O)O)S(=O)(=O)c1cccc2cccc(Cl)c12	-1.7	-11.1
COc1ccc(NC(=O)N(C)C[C@@H]2Oc3ccc(NC(=O)C4CC4)cc3CC(=O)N([C@@H](C)CO)C[C@@H]2C)cc1	-0.5	nt
COc1ccc(NC(=O)N(C)C[C@@H]2OCc3cnnn3CCCC(=O)N([C@@H](C)CO)C[C@@H]2C)cc1	2.9	nt
C[C@H]1CN([C@@H](C)CO)C(=O)c2cccc(NS(C)(=O)=O)c2O[C@@H]1CN(C)Cc1ccc(C(F)(F)F)cc1	nt	4.2
C[C@@H]1CCCCO[C@@H](CN(C)C(=O)Cc2ccccc2)[C@@H](C)CN([C@H](C)CO)C(=O)c2cc(NC(=O)Nc3ccc(F)cc3)ccc2O1	3.0	0.1
Cc1sc2nc(SCC(=O)NCC3CCCO3)n(-c3ccc(F)cc3)c(=O)c2c1C (stereo not drawn)	1.7	-5.4
Cc1ccc(S(=O)(=O)Nc2cccc3c2O[C@H](CN(C)C(=O)Nc2c(C)noc2C)[C@@H](C)CN([C@@H](C)CO)C3=O)cc1	nt	6.1
CC1C2CC(CC1(C)C)N(C(=O)c1ccc(N3C(=O)c4ccccc4C3=O)cc1)C2 (stereo not drawn)	nt	-18.1
COc1ccc(OC)c(S(=O)(=O)N(C)CC(=O)N2CCCCC2)c1	-4.3	-6.7
CC(C)NC(=O)N(C)C[C@H]1Oc2ccc(NC(=O)Cc3cn(C)c4ccccc34)cc2CC(=O)N([C@@H](C)CO)C[C@@H]1C	1.2	nt
C[C@@H]1CN([C@@H](C)CO)S(=O)(=O)c2ccc(C#Cc3cccc(F)c3)cc2O[C@@H]1CN(C)S(=O)(=O)c1ccccc1F	nt	-12.0
C[C@@H]1CCCCO[C@@H](CN(C)CC2CC2)[C@@H](C)CN([C@H](C)CO)C(=O)c2cc(NC(=O)Nc3cccc4ccccc34)ccc2O1	-2.1	nt
Cc1nc(-c2ccccc2)sc1C(=O)C1C(=O)C(=O)N(CCN(C)C)C1c1ccc(Cl)cc1 (stereo not drawn)	-2.5	2.2
CS(=O)(=O)N(CC(=O)Nc1ccccc1Sc1ccccc1)c1ccc(Cl)c(Cl)c1	-1.3	-20.3
COc1ccc(S(=O)(=O)Nc2ccc3c(c2)CC(=O)N([C@H](C)CO)C[C@H](C)[C@H](CN(C)CC2CC2)O3)cc1	-2.6	2.1
Cc1c(-c2ccc(Cl)cc2Cl)nc2ccccc2c1C(=O)NCc1ccccn1	-0.6	-9.1
COc1ccc(CC(=O)N2N=C(C)CC2(O)C(F)(F)F)cc1 (stereo not drawn)	nt	4.3
Cc1ccc(OCC(=O)NC(=S)Nc2cc(C(=O)O)ccc2C)cc1	-2.5	-6.9
CC(C)NC(=O)N(C)C[C@H]1OCCCC[C@H](C)Oc2ccc(N(C)C)cc2C(=O)N([C@@H](C)CO)C[C@@H]1C	nt	-3.9
COc1ccc(S(=O)(=O)Nc2ccc3c(c2)CC(=O)N([C@H](C)CO)C[C@@H](C)[C@H](CN(C)C(=O)NC(C)C)O3)cc1	3.2	nt
CN(C)c1nc(SCC(N)=O)nc(N(C)C)n1	-0.9	-3.3
Cc1cc(CC(=O)O)n(C)c1C(=O)c1ccc(Cl)cc1	-4.3&-1.3	nt
C[C@H]1CN([C@@H](C)CO)C(=O)c2cc(NC(=O)Nc3cccc4ccccc34)ccc2O[C@H]1CN(C)Cc1ccc2c(c1)OCO2	-0.8	nt
C[C@@H]1CCCCO[C@H](CN(C)C(=O)c2ccccc2)[C@H](C)CN([C@H](C)CO)C(=O)c2cc(NS(=O)(=O)c3cn(C)cn3)ccc2O1	nt	5.1
C[C@H](CO)N1C[C@H](C)[C@H](CN(C)C(=O)Nc2ccc(F)cc2)Oc2ccc(NS(=O)(=O)c3ccc(Cl)cc3)cc2CC1=O	3.7	8.4
The list continues:
SMILES	STK33 kin inh	mut p53 react
CNC[C@@H]1Oc2ccc(NS(=O)(=O)c3cccs3)cc2CC(=O)N([C@@H](C)CO)C[C@H]1C	nt	5.4
O=C(NCCN1CCN(C(=O)Nc2ccccc2)CC1)Nc1ccccc1	-3.7	nt
C[C@@H]1CN([C@H](C)CO)C(=O)Cc2cc(NC(=O)C3CC3)ccc2O[C@@H]1CN(C)CC1CC1	2.2	6.7
Cc1noc(C)c1NC(=O)Nc1ccc2c(c1)CC(=O)N([C@@H](C)CO)C[C@H](C)[C@H](CN(C)C(=O)Nc1ccc(C(F)(F)F)cc1)O2	-0.6	nt
C[C@H](CO)N1C[C@H](C)[C@H](CN(C)Cc2ccc3c(c2)OCO3)Oc2ccc(NS(=O)(=O)c3ccc(Cl)cc3)cc2C1=O	0.7	nt
Cc1ccccc1CN(C)C[C@@H]1OCc2cn(nn2)CCCC(=O)N([C@@H](C)CO)C[C@H]1C	1.7	nt
O=C1C(=O)N(CC2CCCO2)C(c2cccc(Oc3ccccc3)c2)C1C(=O)c1ccco1 (stereo not drawn)	-2.9	-3.7
C[C@@H]1CN([C@H](C)CO)C(=O)c2cccc(NC(=O)C3CC3)c2O[C@@H]1CN(C)Cc1ccc(C(=O)O)cc1	0.1	nt
C[C@@H]1CCCCO[C@@H](CN(C)C(=O)CCCN(C)C)[C@@H](C)CN([C@H](C)CO)C(=O)c2cc(NC(=O)Cc3ccccc3)ccc2O1	nt	0.5
C[C@H](CO)N1C[C@H](C)[C@H](CN(C)C(=O)Nc2ccc(F)cc2)Oc2ccc(NC(=O)C3CC3)cc2C1=O	nt	5.4
CC1CC(OC(=O)c2ccccc2O)CC(C)(C)C1 (stereo not drawn)	nt	1.2
CNC[C@H]1OCCCC[C@@H](C)Oc2ccc(NC(=O)c3ccncc3)cc2C(=O)N([C@H](C)CO)C[C@H]1C	nt	3.5
C[C@@H]1CN([C@H](C)CO)C(=O)Cc2cc(NC(=O)Nc3cccc4ccccc34)ccc2O[C@@H]1CN(C)Cc1ccccc1	-2.9	nt
CNC[C@H]1Oc2ccc(NC(=O)Nc3ccc(C(F)(F)F)cc3)cc2C(=O)N([C@@H](C)CO)C[C@@H]1C	-0.8	nt
COC(=O)[C@@]1(Cc2ccccc2CN=[N+]=[N-])COC(c2ccc(OCCCO)cc2)=N1	1.7	nt
C[C@H](CO)N1C[C@H](C)[C@H](CN(C)C(=O)CCCN(C)C)OCCCC[C@H](C)Oc2ccc(NC(=O)Nc3ccccc3)cc2C1=O	nt	4.8
O=C1CC(C(=O)Nc2ccc(C(=O)O)c(O)c2)C(c2ccccc2)O1 (stereo not drawn)	3.8	-1.6
C[C@H](CO)N1C[C@H](C)[C@@H](CN(C)S(=O)(=O)c2cccs2)Oc2ccc(NC(=O)CCN3CCOCC3)cc2CC1=O	nt	5.8
COc1ccccc1NC(=O)c1ccc(NS(=O)(=O)c2cccc3cccnc23)cc1	0.3	-4.9
COc1ccc(CN(C)C[C@@H]2Oc3ccc(NS(=O)(=O)c4ccc(C)cc4)cc3CC(=O)N([C@@H](C)CO)C[C@H]2C)cc1	nt	-7.0
COc1ccc(S(=O)(=O)N(C)CC(=O)O)cc1OC	-4.2	-4.6
O=C(NCCc1nc2ccccc2[nH]1)c1ccc(-c2ccccc2)cc1	-1.0	-2.4
NC(=O)CSc1nnc(-c2ccco2)n1-c1ccccc1	-0.4	5.3
C[C@H]1CN([C@@H](C)CO)C(=O)CCCn2nncc2CO[C@@H]1CN(C)S(=O)(=O)c1ccc(-n2cccn2)cc1	2.1	nt
COc1ccc(NC(=O)N(C)C[C@@H]2Oc3ccc(NC(=O)CCCN(C)C)cc3CC(=O)N([C@H](C)CO)C[C@H]2C)cc1	-1.0	nt
O=C(NCc1cccnc1)C1CC(c2ccccc2O)=NO1 (stereo not drawn)	-1.5	8.2
C[C@H](CO)N1C[C@H](C)[C@@H](CN(C)C(=O)Nc2ccccc2)Oc2ccc(NC(=O)C3CC3)cc2CC1=O	nt	18.1
Cc1ccc(S(=O)(=O)N(C)C[C@H]2OCCCC[C@@H](C)Oc3ccc(NC(=O)Cc4ccccc4)cc3C(=O)N([C@H](C)CO)C[C@@H]2C)cc1	2.5	-9.1
C[C@@H]1CCCCO[C@H](CN(C)C(=O)Nc2ccccc2)[C@H](C)CN([C@@H](C)CO)C(=O)c2cc(NC(=O)c3ccccc3)ccc2O1	nt	-10.8

Only part of the results is shown (hit frequency here may not be typical).
